Bioassay records from PubChem BioAssay.
Y pestis TopoI: Y. pestis Topo-I inhibition via cleavage products; activity, % at 10 µM; Y. pestis Topo-I cleavage product accumulation, plate reader; actives 0.064% (n = 360,000); AID 504884; in the data active = activity above about 50%, passing the limit was not always enough; inconclusive = no clear call, values can overlap the other calls; also: inactives centre near 2
Anthrax LF inh2: inhibitors of Bacillus anthracis lethal factor protease; P15917; multiplex microsphere protease cleavage assay, LF; inhibition, % at 10 µM; actives 0.12% (n = 360,000); AID 588501; also: plate controls were buffer without enzyme for full effect and enzyme alone for no effect
Target sequence (P15917 whole entry, looked up): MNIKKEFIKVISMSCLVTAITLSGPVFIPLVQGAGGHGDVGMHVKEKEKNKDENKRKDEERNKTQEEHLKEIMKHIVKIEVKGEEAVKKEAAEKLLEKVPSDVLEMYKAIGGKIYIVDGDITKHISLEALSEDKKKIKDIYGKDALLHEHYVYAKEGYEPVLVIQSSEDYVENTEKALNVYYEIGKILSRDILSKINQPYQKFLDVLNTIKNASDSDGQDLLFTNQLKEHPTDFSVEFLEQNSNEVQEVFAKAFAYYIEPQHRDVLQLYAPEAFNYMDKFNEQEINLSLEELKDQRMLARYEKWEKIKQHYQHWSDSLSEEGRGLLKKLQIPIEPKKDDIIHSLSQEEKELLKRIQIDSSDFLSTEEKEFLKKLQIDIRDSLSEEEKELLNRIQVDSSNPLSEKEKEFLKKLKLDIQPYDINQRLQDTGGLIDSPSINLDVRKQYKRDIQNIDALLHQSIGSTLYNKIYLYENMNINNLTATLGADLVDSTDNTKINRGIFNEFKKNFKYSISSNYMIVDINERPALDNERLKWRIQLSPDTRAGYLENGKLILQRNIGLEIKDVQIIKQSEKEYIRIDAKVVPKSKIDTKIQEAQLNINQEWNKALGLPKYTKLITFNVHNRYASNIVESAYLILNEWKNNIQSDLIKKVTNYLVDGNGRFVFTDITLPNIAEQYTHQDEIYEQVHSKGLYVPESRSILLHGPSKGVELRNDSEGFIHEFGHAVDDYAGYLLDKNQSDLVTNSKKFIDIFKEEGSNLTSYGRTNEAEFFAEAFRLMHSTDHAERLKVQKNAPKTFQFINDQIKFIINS
BoNT A protease: blocks Botulinum neurotoxin A light chain protease; multiplex microsphere protease substrate cleavage, flow cytometry; inhibition, % at 10 µM; actives 0.17% (n = 360,000); AID 588499; also: plate controls were buffer without enzyme for full effect and enzyme alone for no effect
PfHsp40 rescue: rescue of PfHsp40-mediated yeast toxicity | S. cerevisiae expressing PfHsp40, growth rescue, ATP luminescence | growth rescue, % at 12.5 µM | actives 0.68% (n = 340,000) | AID 504582; in the data active = growth rescue above about 28%, passing the limit was not always enough; inconclusive = no clear call, values can overlap the other calls;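 also: yeast W303a lacking pdr1 and pdr3 grown in galactose medium; growth measured after three days at 30 °C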
TcdB GH inh: inhibitors of Clostridioides difficile toxin B glycohydrolase | actives 0.24% (n = 350,000) | TcdB glycohydrolase enzymatic assay, plate reader | inhibition, % at 9.99 µM | AID 652162; in the data active = inhibition above about 10%
PrPC TRFRET: reduces human prion protein on the cell surface. cell surface PrPC, TR-FRET read-out. actives 0.43% (n = 370,000). AID 720596. inhibition, % at 13.8 µM; in the data active = inhibition above about 24%; also: 0% = median of the test wells and 100% = reference compound wells
FadD28 FP inh: blocks FadD28 binding to the bisubstrate probe | inhibition, % at 12.5 µM | AID 588549 | fluorescence polarization | actives 0.22% (n = 360,000); in the data active = inhibition above about 8.5%, passing the limit was not always enough; inconclusive = no clear call, values can overlap the other calls
BoNT F protease: BoNT F light chain protease inhibition. Multiplex microsphere protease cleavage assay, flow cytometry. inhibition, % at 10 µM. actives 0.22% (n = 360,000); in the data active = inhibition above about 35%, passing the limit was not always enough; inconclusive = no clear call, values can overlap the other calls; also: plate controls were buffer without enzyme for full effect and enzyme alone for no effect
CCHF vOTU inh: CCHFV vOTU protease inhibition; actives 0.55% (n = 370,000); inhibition, % at 11.5 µM; AID 651958; Pep-AMC fluorescence; in the data active = inhibition above about 30%; also: 0% = vehicle wells with enzyme and 100% = no enzyme wells
* = called active by the depositor; ? = inconclusive; . = not tested or not shown. Rule as the data show it, unless noted: active = inhibition above about 30%; inconclusive = no clear call, values can overlap the other calls; inactive = below that.

SMILES	Y pestis TopoI	Anthrax LF inh2	BoNT A protease	PfHsp40 rescue	TcdB GH inh	PrPC TRFRET	FadD28 FP inh	BoNT F protease	CCHF vOTU inh
COc1cccc(C(=O)Nc2c(F)cccc2F)c1	6	-6	0.0	0.0	0.5	3	-3.0	7	10
CCN(CC)C(=O)N1CCC(NC(=O)c2ccccc2)CC1	-4	-6	-2.1	-0.3	.	3	-2.4	-9	-11
Cc1ccc(C)c(C(=O)COC(=O)C(C)N2C(=O)C3C4CCC(C4)C3C2=O)c1 (configuration not stated)	6	2	-0.7	-0.2	-0.5	0	.	4	0
O=C(Nc1nccs1)C1CC(=O)N(c2ccc(Cl)cc2)C1 (configuration not stated)	-9	2	-0.1	-0.8	0.1	6	-0.6	-4	-2
COc1ccccc1NC(=O)Nc1ccccc1N1CCOCC1	-8	-2	0.2	0.8	1.3	2	-2.6	9	7
O=Cc1ccc(C(=O)OCC(=O)NCc2ccco2)cc1	-5	-3	-0.4	1.4	0.8	2	-2.3	-2	0
Cc1ccsc1C(=O)OCC(=O)NCCNC(=O)COC(=O)c1sccc1C	-7	?	?	-0.8	-1.2	4	-1.0	?	-1
CCOC(=O)C1=C(COC(=O)[C@H](C)NS(=O)(=O)c2ccc(NC(C)=O)cc2)NC(=O)NC1C (some centres not stated)	0	-1	-0.7	1.4	2.3	-4	-3.3	-9	11
O=C1OCCC1N1C(=O)c2ccccc2S1(=O)=O (configuration not stated)	1	-5	0.1	-1.6	.	-4	-0.7	5	-1
O=C1CCCCN1CC(=O)N1CCCC(Nc2ccc(F)c(F)c2)C1 (configuration not stated)	-5	1	-0.2	0.2	1.0	-1	0.7	6	9
Cc1ccsc1C(=O)N1CCCC(C)(C(=O)O)C1 (configuration not stated)	9	-5	-0.2	.	1.8	-3	-0.1	1	-5
COC(=O)C(NC(C)=O)(Nc1nc2c(C)cc(C)cc2s1)C(F)(F)F (configuration not stated)	-13	1	0.1	-0.3	-0.4	11	-3.9	-6	8
CCn1c(SCC(=O)N2CCCC2)nnc1-c1ccco1	-3	-3	1.5	0.1	0.0	2	-0.8	4	-7
COc1cccc(CNC(=O)c2ccc(N3CCOCC3)c([N+](=O)[O-])c2)c1	4	-11	-0.7	-0.1	1.1	-22	0.3	8	7
COc1ccc2[nH]c(O)c(NC(C)=O)c2c1	5	-2	0.5	-0.9	.	-4	-0.3	12	5
[N-]=[N+]=N[C@@H](CCN1CC[C@H](NC(=O)OCc2ccccc2)CCC1=O)c1ccccc1	21	1	0.9	2.1	-0.2	0	-3.5	-6	13
Cc1ccc(S(=O)(=O)NCC(=O)OCC(=O)c2ccc(Br)s2)cc1	4	0	0.3	0.7	.	14	2.5	4	7
CCOc1cc(C(=O)OCC(=O)Nc2cc(C)on2)cc(OCC)c1OCC	1	3	-5.3	-0.4	.	-3	0.0	-6	-1
CC(=O)N1CCN(c2ccccc2NC(=O)c2cccs2)CC1	2	11	1.3	-1.1	1.8	0	-1.6	-2	-7
Cc1ccc(N2C(=O)[C@@H]3C(C(=O)CN4C(=O)c5ccccc5C4=O)=NN[C@@H]3C2=O)c(C)c1	2	4	-6.0	.	-0.6	-5	-0.1	?	-11
COc1cccc(CNc2ccc(C(=O)O)cc2)c1OCc1ccccc1	-1	-5	1.0	-1.3	1.3	2	-2.8	-3	3
CNC(=S)NNC(=O)CCn1nc(C)c(Br)c1C	2	0	1.0	0.2	.	-4	-0.9	10	-7
Cc1cc(C)n2c(SCC#N)nnc2n1	-2	-4	0.0	-0.3	0.6	-4	0.9	2	-2
COc1c(Br)cc([N+](=O)[O-])c(OC)c1C(=O)NC(=O)Nc1cc(Cl)cc(Cl)c1	-6	-1	0.1	-0.9	1.3	-1	-1.8	11	-5
COc1ccc(C)cc1S(=O)(=O)N1CCC(C(=O)N2CCN(C)CC2)CC1	0	0	-1.0	1.7	.	7	-0.4	-14	3
SMILES	Y pestis TopoI	Anthrax LF inh2	BoNT A protease	PfHsp40 rescue	TcdB GH inh	PrPC TRFRET	FadD28 FP inh	BoNT F protease	CCHF vOTU inh
CCN(CC)CCN1C(=O)C2C(C(=O)Nc3ccc(C(C)C)cc3)C3C=CC2(O3)C1C(=O)NC1CCCCC1 (configuration not stated)	0	2	0.8	0.8	-0.6	-16	-0.8	7	9
Cc1ccc(CCNC(=O)c2coc3nc4ccccc4nc23)cc1	14	-9	1.8	0.2	.	-6	0.8	-1	0
Cc1cccc(CNc2ncnc3ccc(-c4ccoc4)cc23)c1	-1	-2	-0.2	1.0	-7.7	0	-9.6	-10	16
COc1ccc(-n2c(SCC(=O)N3CCOCC3)nc(O)c(Cc3ccccc3)c2=O)cc1	3	-7	-0.6	-1.3	-0.4	2	0.7	2	10
Cc1ccc(O)c(C(=O)CC(=O)c2ccccc2Cl)c1	-7	-4	-0.2	-0.2	-0.3	1	-1.8	-3	7
COc1ccc(N(CC(=O)NC2CC3CCC2C3)S(=O)(=O)c2ccc(C)cc2)cc1Cl (configuration not stated)	24	-10	-0.1	.	1.0	3	-4.8	0	12
CCOC(=O)C1=C(C)N=c2s/c(=C\C(=O)OC)c(=O)n2C1c1ccc(OC)cc1 (configuration not stated)	-7	-3	-0.9	1.2	.	4	0.8	-4	4
COC(=O)C(C)(C)c1cccnc1C#N	-12	-5	-0.1	-0.7	-0.6	-5	-1.9	3	-4
COc1ccc(C2NCc3ccc4c(c3-n3cccc32)OCO4)cc1OC (configuration not stated)	4	-2	-0.9	-1.2	.	.	1.6	?	.
Nc1cccnc1S(=O)(=O)c1ccccc1	-6	-5	-2.1	-0.9	-0.4	6	-1.9	-8	4
COc1ccc(OC)c(C(=O)NC(CC(N)=O)c2ccc(NCCN3CCCC3)c([N+](=O)[O-])c2)c1 (configuration not stated)	0	-3	-0.4	-0.9	0.9	-11	-1.0	2	-6
CN(Cc1ccccc1)C(=S)Nc1ccc2nc3n(c(=O)c2c1)CCCCC3	-4	-4	-0.5	-1.0	0.3	2	3.3	-4	-20
COC(=O)c1ccc(/C=C/C(=O)OCC(=O)Nc2ncc(Cl)cc2Cl)cc1	-1	-4	0.5	5.1	0.1	1	-0.3	-1	13
OC[C@@H]1CN(Cc2ccccc2)C[C@H](n2cnc3c(NC4CC4)ncnc32)O1	-1	1	-0.3	.	0.3	3	-0.1	-1	0
COc1cccc(NC(=O)CN(C)S(=O)(=O)c2ccc3[nH]c(=O)oc3c2)c1	-12	-2	-2.9	-1.2	0.4	3	0.6	-5	4
COc1ccc(NS(=O)(=O)c2cc(OC)ccc2OC)cc1	7	-9	-0.4	-1.2	-0.4	0	-2.1	?	-12
COc1ccc(-n2c(=S)[nH]c3cc(C(=O)NCCCN4CCOCC4)ccc3c2=O)cc1OC	8	0	2.5	0.4	0.3	-9	-0.8	3	-13
COc1cc(-c2nnc(NC(=O)C3=COCCO3)o2)cc(OC)c1OC	-2	2	-1.5	-1.0	3.6	2	0.9	0	5
Cc1cc(Cl)ccc1Nc1ncccc1C(N)=O	0	3	-1.6	2.5	2.2	-4	-2.2	-8	-4
CC(Sc1nnnn1-c1ccc(O)cc1)C(=O)NC1CCCCC1C (configuration not stated)	1	?	?	-1.2	1.2	8	-2.4	?	12
COc1c(C)cc(C(=O)C2CCCN(C(=O)c3cc(C)n(C)n3)C2)cc1C (configuration not stated)	2	0	-0.9	-0.3	5.2	-6	-3.7	-1	19
CCCNC(=O)c1ccc2c(=O)c(O)c(C)[nH]c2c1	-8	-2	-0.3	0.6	-4.8	-2	-4.4	-7	16
CCN(CC(=O)Nc1c(F)cccc1F)C(=O)c1ccc(Cl)c(S(=O)(=O)N2CCCC2)c1	3	0	-3.1	0.4	1.4	0	-0.9	-11	3
CCOc1ccc(NC(=O)N2CCC(c3ccc(C)cc3)C2)cc1 (configuration not stated)	-3	-4	-0.8	0.5	.	11	1.6	1	7
COc1ccc(C2C(C#N)=C(N)OC(C(C)(C)C)=C2C#N)cc1OC (configuration not stated)	0	-1	0.1	-0.5	.	0	-11	0	-3
SMILES	Y pestis TopoI	Anthrax LF inh2	BoNT A protease	PfHsp40 rescue	TcdB GH inh	PrPC TRFRET	FadD28 FP inh	BoNT F protease	CCHF vOTU inh
O=C(Nc1nc2c(s1)CCc1ccccc1-2)c1ccco1	-1	-2	?	0.6	.	5	-3.9	?	10
CCCCCn1nc(C)c(/C=N\NC(=O)c2cc(C)oc2C)c1C	-2	-1	-0.8	-0.1	0.5	5	-1.8	-2	17
CC(C)[C@H](NC(=O)N1CCn2c1nc1ccccc12)C(=O)N1CCCCC1	6	-5	0.1	0.3	1.2	-1	-1.7	-3	-7
O=[N+]([O-])c1ccc(Nc2ccccc2)nc1	-2	0	0.0	1.3	0.6	-27	-2.0	-4	2
CCOC(=O)C1(Cc2ccccc2C(F)(F)F)CCN(C2CCCC2)CC1	9	-6	-1.1	0.2	-1.1	18	-0.1	-7	7
COc1ccc2nc(C)cc(SCC(=O)N/N=C/c3cccc4ccccc34)c2c1	23	-1	1.4	-0.4	.	0	-2.6	-2	-2
Cc1cc(C(=O)CN2C(=O)NC(C)(c3cc(F)ccc3F)C2=O)c(C)n1C1CC1 (configuration not stated)	25	-1	-0.6	12	1.1	-1	-2.4	1	15
Cc1ccc(C(CNS(=O)(=O)c2ccc(Cl)cc2)N2CCN(C)CC2)cc1 (configuration not stated)	-21	4	-0.4	-1.8	-0.3	-13	-1.0	6	-9
CCOc1cc(NC(=S)NCc2ccco2)c(OCC)cc1NC(=O)C1CC1	-9	0	-1.0	-0.6	.	8	-1.6	-7	-18
O=C(N=Nc1c(O)[nH]c2ccc([N+](=O)[O-])cc12)c1ccccc1Cl	-5	-6	0.4	0.1	0.3	-7	-2.7	-1	-13
Cc1nn(C)c2ncc(C(N)=O)c(Oc3ccc(Cl)cc3)c12	1	?	-1.1	.	0.9	3	-4.2	14	-2
O[C@H]1COC2C1OC[C@@H]2O (some centres not stated)	0	-3	0.2	-0.9	1.9	2	-2.3	-3	0
COc1ccc(-c2nnsc2N2C(=O)c3ccccc3C2=O)cc1	7	4	-3.2	.	1.1	-2	-0.9	?	3
COc1ccc(CCNC(=O)C2CCN(S(=O)(=O)N3CCOCC3)CC2)cc1OC	-5	0	4.1	0.6	.	-2	-2.2	36*	1
CCOc1ccc(N2CC(C(=O)Nc3ccc(OC)c(S(=O)(=O)N4CCCCC4)c3)CC2=O)cc1 (configuration not stated)	3	-5	-0.4	0.7	0.2	9	0.3	-16	-4
CCCCN(C)C(=O)c1cc2cc3ccc(OC)cc3nc2o1	22	-4	-0.3	0.8	1.0	4	-5.2	-9	-98
CCCCn1c(SCC(=O)Nc2nnc(C)s2)nnc1-c1ccncc1	1	2	-0.6	0.8	2.7	10	1.2	0	3
COC(=O)CC1=C(C(=O)OC)[C@@H](c2ccccc2[N+](=O)[O-])C(C#N)=C(N)O1	2	0	-11	1.7	-1.6	4	-2.2	?	9
